Bioassay records: PubChem BioAssay, The Scripps Research Institute Molecular Screening Center
proKLK7 act = proKLK7 (human) activation, primary screen; P49862; purified proKLK7, EDANS-DABCYL substrate fluorescence; 100% is mature enzyme control, 0% vehicle; activation, % at 7 µM; actives 0.9% (n = 370,000); AID 652039;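 active = activation above the mean of all tested compounds plus 3 SD, computed per campaign excluding outliers beyond control limits, cut at about 13% in these data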
TCR CD3 inh = inhibitors of human TCR-CD3 interaction | actives 0.37% (n = 360,000) | TAMRA-labeled TCR probe fluorescence, biochemical | AID 651800 | inhibition, % at 9.4 µM; in the data active = inhibition above about 19%;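 note: recombinant mutant TCR 2C K166C tagged with TAMRA read by polarization; 0% = receptor in buffer alone and 100% = receptor with positive control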
UHRF1 MBD2 ctr = blocks human UHRF1 binding to methylated DNA. AID 687016. actives 0.75% (n = 370,000). UHRF1 binding to methylated oligo, TR-FRET. inhibition, % at 4.4 µM. Q96T88; in the data active = inhibition above about 21%;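 note: UHRF1 SRA domain binding a hemimethylated CpG hairpin DNA probe; 0% = median of test compound wells and 100% = reference inhibitor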
TDP2 inh = TDP2 (human) inhibition, absorbance primary screen | inhibition, % at 12.8 µM | AID 720702 | recombinant TDP2, T5PNP hydrolysis, p-nitrophenol absorbance 415 nm | actives 0.34% (n = 370,000) | O95551;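 active = inhibition above the mean of all tested compounds plus 3 SD, set per campaign, cut at about 25% in these data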;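 note: 0% = DMSO with enzyme and 100% = buffer with substrate but no TDP2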
Target sequence (O95551 whole entry, looked up): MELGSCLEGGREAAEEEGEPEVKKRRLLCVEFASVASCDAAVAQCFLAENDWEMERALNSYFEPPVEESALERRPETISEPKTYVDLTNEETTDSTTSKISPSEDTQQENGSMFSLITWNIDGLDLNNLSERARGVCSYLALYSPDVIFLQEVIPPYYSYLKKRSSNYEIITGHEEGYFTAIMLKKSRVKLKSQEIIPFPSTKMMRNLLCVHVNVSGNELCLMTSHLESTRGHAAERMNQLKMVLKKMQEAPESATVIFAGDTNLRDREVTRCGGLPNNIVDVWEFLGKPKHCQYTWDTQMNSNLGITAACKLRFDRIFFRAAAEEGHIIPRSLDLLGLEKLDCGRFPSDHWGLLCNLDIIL
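test system = human TDP2 enzyme | input = TDP2 enzyme at 120 nM final | medium = 50 mM Tris-HCl pH 7.5 with Mg2+, KCl, DTT, BSA | also added = T5PNP substrate, 5 mM | times = 2 h at 37 °C | technique = epi absorbance | benchmarks = high control without enzyme, low control DMSO plus TDP2 | replication = each compound tested once, singlicate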
MBD2 inh = inhibitors of human MBD2 binding to methylated oligonucleotide. Q9UBB5. TR-FRET. inhibition, % at 4.4 µM. actives 0.31% (n = 370,000). AID 686964; in the data active = inhibition above about 13%
Target sequence (Q9UBB5 whole entry, looked up): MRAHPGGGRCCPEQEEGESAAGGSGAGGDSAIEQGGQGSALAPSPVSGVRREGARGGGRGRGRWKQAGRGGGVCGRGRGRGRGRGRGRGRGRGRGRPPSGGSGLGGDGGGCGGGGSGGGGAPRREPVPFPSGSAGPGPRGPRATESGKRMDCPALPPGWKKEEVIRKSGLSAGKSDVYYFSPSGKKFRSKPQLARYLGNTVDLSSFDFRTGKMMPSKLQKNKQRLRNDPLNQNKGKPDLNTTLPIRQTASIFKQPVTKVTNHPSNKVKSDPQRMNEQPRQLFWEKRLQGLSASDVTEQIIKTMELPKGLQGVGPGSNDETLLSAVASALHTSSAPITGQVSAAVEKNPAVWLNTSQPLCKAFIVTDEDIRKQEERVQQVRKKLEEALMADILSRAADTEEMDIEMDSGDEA
SIAE inh = inhibitors of human sialic acid acetylesterase SIAE. actives 0.69% (n = 370,000). Q9HAT2. SIAE FP-Rh probe binding, fluorescence polarization. AID 1053197. inhibition, % at 9.66 µM;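 active = inhibition above a cutoff: mean of compounds within the control limits plus 3 SD of those, cut at about 17% in these data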;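 note: 0% = plate median of compound wells and 100% = probe without SIAE protein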
PRMT1 inh = PRMT1 (human) inhibition, primary screen; Q99873; recombinant PRMT1, activity-based probe fluorescence polarization; inhibition, % at 2.79 µM; actives 1.3% (n = 370,000);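 active = inhibition above about 21% made by adding two undisclosed values, limit read from the data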
Tn7 DDE FP = inhibitors of Tn7 peptide binding to human fibrin DD(E); P02675; FP displacement of FITC-Tn7 peptide from fibrin DD(E); 0% = median of compound wells per plate; inhibition, % at 8.3 µM; actives 0.13% (n = 370,000); AID 720508;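 active = inhibition above the mean of compounds falling within the control limits plus 3 SD of them, cut at about 14% in these data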;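 note: 0% = plate median of compound wells and 100% = 10 µM Aha-Tn7 peptide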
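Assay system: Fibrin-DD(E) protein isolated from polymerized human fibrin clots; read-out basis: percent inhibition; medium: Tris/NaCl/CaCl2 buffer, pH 7.8; signal: FP measurement; incubation: 10 min plus 3 h, room temperature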
LEDGF integ inh = blocks HIV-1 LEDGF/p75-dependent DNA integration; actives 0.64% (n = 370,000); AID 743269; inhibition, % at 3.7 µM; TR-FRET IN-LEDGF/p75 DNA integration, Eu/Cy5;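 active = inhibition above the screen-wide mean plus 3 SD, cut at about 13% in these data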;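 note: signal is the Cy5 over europium emission ratio at 671 and 618 nm; 0% = plate median of compound wells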
Tn6 DDE FP = DD(E)-Tn6 binding inhibition, primary FP screen | P02675 | Fibrin DD(E) TRITC-Tn6 fluorescence polarization displacement | inhibition, % at 8.3 µM | actives 0.21% (n = 370,000);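 active = inhibition above a per-campaign cutoff: mean of compounds within control limits plus 3 SD, cut at about 15% in these data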;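 note: 0% = median of all compound wells on the plate and 100% = blocking peptide control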
Numbers without * were called inactive; · = no result given.

Value order: TDP2 inh | proKLK7 act | UHRF1 MBD2 ctr | LEDGF integ inh | SIAE inh | Tn6 DDE FP | Tn7 DDE FP | MBD2 inh | PRMT1 inh | TCR CD3 inh
1) COC(=O)c1ccccc1-c1cn(C)c2ccccc2c1=O
→ -6 | 3.6 | 4 | -2 | 0 | 0 | -1 | 5 | 1 | -3
2) c1cc(CNC2=NCCCCC2)ccn1
→ -7 | 0.4 | 3 | 0 | -5 | -6 | -9 | 1 | 1 | 1
3) COc1ccc(Cl)cc1S(=O)(=O)NC(C)C(=O)NCc1ccccn1 (stereo not drawn)
→ -12 | -0.6 | 5 | 2 | -6 | -2 | -1 | 11 | 10 | -11
4) CC1CC(C)CN(CCCNC(=O)C2CCCN(c3nnc(N4CCCC4=O)s3)C2)C1 (stereo not drawn)
→ 10 | 0.1 | -1 | -2 | -10 | 1 | 3 | 4 | -1 | 0
5) CNC(C)C(=O)NC(C(=O)NC(C(=O)Nc1cccc2ccccc12)C(C)C)C(C)C (stereo not drawn)
→ 14 | -0.8 | -3 | -5 | 1 | 6 | -1 | -2 | 1 | 2
6) Cc1cc(N2CCN(Cc3ccc4c(c3)OCO4)CC2)n2ncnc2n1
→ 4 | 0.0 | -2 | -2 | 5 | -2 | -2 | -3 | -2 | 5
7) O=C(C1CCCCN1S(=O)(=O)c1ccccc1[N+](=O)[O-])N1CCOCC1 (stereo not drawn)
→ -7 | -1.0 | 3 | -8 | 2 | -1 | 0 | 3 | 7 | 1
8) Cc1ccc(N/C=C/C(=O)c2sc(-c3ccccc3)nc2C)cc1
→ 10 | -3.8 | 0 | 0 | -4 | 1 | 0 | -6 | -1 | -3
9) C=CCOC(=O)C1=C(C)NC(SCC(N)=O)=C(C#N)C1c1cccs1 (stereo not drawn)
→ 5 | 1.4 | 3 | 2 | -7 | -6 | 4 | -6 | -2 | 7
10) CN(C(=O)c1ccc(NC(=O)Cc2cccc(NC(=O)C3CCCN(C(=O)C4CCC4)C3)c2)cc1)C1CCCC1 (stereo not drawn)
→ 1 | 0.4 | -1 | -1 | -2 | 1 | 0 | 6 | 1 | -3
11) O=C1/C(=C/c2cccc([N+](=O)[O-])c2)Oc2cc(O)ccc21
→ -6 | -0.2 | -1 | -4 | 4 | -5 | -3 | 2 | 1 | -3
12) CCCCOC(=O)CSC1=C(C#N)C(c2ccc3c(c2)OCO3)CC(=O)N1 (stereo not drawn)
→ 1 | -0.3 | 1 | 1 | 2 | -4 | -11 | -1 | 0 | -3
13) c1ccc2cc(OCCCn3ccnc3)ccc2c1
→ 17 | 0.7 | -3 | -1 | 5 | 10 | -3 | -4 | -2 | 2
14) Cc1cccc(C(=O)NNC(=O)c2n[nH]c(=O)c3ccccc23)c1C
→ -8 | -0.1 | -2 | 2 | 2 | 3 | 5 | -1 | -3 | 6
15) C/C(CC(=O)Nc1cccnc1)=N\NC(=O)c1ccc([N+](=O)[O-])c(Cl)c1
→ -7 | 0.2 | -6 | 0 | -3 | 0 | -6 | -7 | -2 | 7
16) COC(=O)[C@]12C[C@H](CC(=O)NCc3cccc4ccccc34)C(=O)N(CCC3=CCCCC3)C1=C[C@H](C1CCCC1)O[C@@H]2C
→ -7 | 0.1 | -1 | -1 | 7 | 5 | -2 | 0 | -3 | ·
17) COc1ccccc1NC(=O)COC(=O)c1cc(C)nc2ccccc12
→ -16 | -0.9 | 9 | -1 | -5 | 1 | -1 | 7 | 10 | -8
18) Cc1nc(CCNC(=O)CC2C(=O)NCCN2CC(C)(C)C)nc2c1CCC2 (stereo not drawn)
→ 5 | 1.4 | -2 | -3 | 13 | 8 | 13 | -4 | 3 | 10
19) Cc1ccc(NC(=O)CN(C)C(=O)COc2ccc(C(=O)c3ccc(F)cc3)cc2)cc1
→ 4 | -0.5 | 2 | 2 | -2 | -14 | -4 | 1 | 5 | 0
20) C[C@@H]1ON(C)[C@H]2C[C@H]3c4cc(-c5cccc(Cl)c5)ccc4CCN3C[C@@H]12
→ 3 | 0.5 | 0 | 3 | -7 | -2 | 2 | 1 | -1 | 8
21) CCCNC(=O)c1cc2c3ccccc3n(C)c2s1
→ -5 | -0.4 | -4 | 1 | -5 | -2 | 1 | 0 | 2 | 4
22) O=C(NC1CCCCC1)C(c1ccccc1)N1CCCC1 (stereo not drawn)
→ 10 | -0.6 | 0 | 1 | 11 | -5 | -9 | -2 | -3 | 3
23) CN(C)N1C(=O)CC(N2CCCC2)C1=O (stereo not drawn)
→ -2 | -0.5 | 0 | 1 | 3 | 2 | -12 | 4 | 14 | -3
24) Cc1ccc(S(=O)(=O)NNC(=S)NC(=O)c2ccc([N+](=O)[O-])cc2)cc1
→ 9 | -0.1 | 2 | -1 | -2 | -13 | -2 | -2 | 8 | -1
25) CCC(C)NCCCOc1cc(Cl)ccc1Cl (stereo not drawn)
→ 8 | 0.1 | -2 | 3 | 11 | -10 | 4 | -2 | -3 | 1
26) CC(C)Cc1nc(N2CCC(C(N)=O)CC2)c2nnn(Cc3ccccc3)c2n1
→ 4 | 0.7 | -1 | -3 | 5 | 0 | -2 | 1 | -3 | 1
27) COc1cccc(-c2nn3c(-c4ccccn4)nnc3s2)c1
→ -5 | 0.0 | -8 | -1 | -3 | 1 | -1 | 0 | -3 | 9
28) Cc1ccccc1CCNC(=O)CCn1ccc2cc(S(=O)(=O)N3CCCC3)ccc21
→ 1 | -0.1 | 2 | 0 | 2 | -5 | 0 | 7 | 1 | -1
29) COC(=O)/C=C/COc1ccccc1[N+](=O)[O-]
→ 5 | -0.3 | -2 | 5 | 0 | 1 | -6 | 0 | -1 | 7
30) CCOC(=O)c1sc(NC(=O)C2CCC2)cc1C
→ -10 | 0.1 | 6 | 2 | -3 | -4 | -7 | -4 | -1 | -7
31) CCn1cc(C2=NC(CC(C)C)CO2)c2ccccc21 (stereo not drawn)
→ -4 | 0.6 | 3 | -2 | -6 | 0 | -3 | 1 | 2 | -4
32) O=C(COc1ccccc1)NCc1ccccc1
→ 6 | 0.3 | 2 | -1 | -5 | -2 | 0 | -3 | -5 | 0
33) O=C(CSc1nc(-c2ccccc2)cs1)Nc1cccc([N+](=O)[O-])c1
→ -4 | 0.2 | 3 | -5 | -17 | -7 | 1 | 7 | 6 | 9
34) COc1ccc(NC(=O)c2ccccc2Sc2ccc(NC(C)=O)nc2)cc1
→ 9 | 0.5 | 15 | 6 | 4 | -3 | -5 | 8 | 0 | 6
35) CCOC(=O)CNc1nc(C(C)(C)C)nc2c1nnn2Cc1ccccc1
→ 8 | -0.6 | -1 | 2 | -12 | 0 | 0 | 1 | 4 | 3
36) Cc1cccc(NC(=O)CN2CCN(C(=O)c3cccc(-n4cnnn4)c3)CC2)c1C
→ 6 | 0.0 | 7 | 1 | 8 | -4 | -7 | 1 | -2 | -4
37) Cc1noc(/C=C/N(C)C)c1S(=O)(=O)N1CCCC(C(=O)Nc2ccc(F)cc2F)C1 (stereo not drawn)
→ 13 | -1.4 | -2 | 5 | 9 | -10 | -9 | 3 | -5 | 10
38) Cc1ccc(NC(=O)CO/N=C(\N)c2nonc2N)cc1C
→ 3 | -0.7 | -3 | 1 | 0 | -3 | -4 | 2 | 0 | 3
39) O=C(Cc1ccccc1)NNC(=S)Nc1ccccc1
→ 6 | -0.1 | -3 | -1 | 6 | -4 | 5 | 1 | 1 | -2
40) CC(C)CNC(=S)NC(=O)c1ccccc1Cl
→ -2 | -0.4 | 2 | -5 | -2 | 9 | 2 | -2 | 0 | -1
41) O=[N+]([O-])c1c(N2CCN(CCO)CC2)nc2ccccn12
→ -1 | 0.2 | -2 | 4 | 0 | -8 | 3 | -4 | -2 | -8
42) Brc1cccc(OCCN2CCCCC2)c1
→ 3 | 0.0 | 5 | 0 | -2 | 3 | -3 | -1 | 0 | 1
43) CCOc1ccccc1NC(=O)CSc1ccc([N+](=O)[O-])cc1
→ -14 | -0.1 | 5 | 2 | -9 | -7 | 2 | 7 | 6 | 4
44) Cc1ccsc1C(=O)OCC(=O)c1cc2ccccc2o1
→ 13 | -0.2 | 1 | 2 | -5 | -2 | -2 | -4 | 3 | 4
45) O=C(c1ccc(N2CCCC2=O)cc1)N1CCN(c2ccc(C(F)(F)F)cc2[N+](=O)[O-])CC1
→ 5 | -0.2 | 0 | -1 | 5 | -1 | -1 | 2 | -4 | -6
46) CCN(Cc1ccccc1)C(c1ccccn1)c1nnnn1C(C)(C)CC (stereo not drawn)
→ -11 | -0.1 | 2 | -1 | 1 | -1 | -4 | 1 | -1 | 7
47) Cc1ccccc1NC(=O)C[n+]1cc(-c2ccccc2)n2c1CCC2
→ -3 | -0.4 | 0 | 0 | 3 | 1 | -3 | -2 | -3 | -13
48) O=C(NCCCN1CCOCC1)c1ccc2c(c1)N(Cc1ccccc1)CCS2
→ 9 | 9.8 | 7 | -2 | 4 | -5 | 2 | 11 | 2 | -4
49) Cc1ccc(N(C(=O)c2csnn2)C(C(=O)NC2CCCCC2)c2ccccn2)cc1C (stereo not drawn)
→ 7 | -0.6 | 3 | 2 | -2 | -3 | -3 | -1 | -5 | -4
50) CN(C)c1ccc(C(=O)OCC#CCSc2nnc(-c3cccc4ccccc34)o2)cc1
→ 3 | 0.3 | -1 | -1 | 5 | -5 | 1 | -5 | -1 | -2
